From PubChem BioAssay
FUS yeast rescue: rescues growth of FUS-expressing yeast; Potency, µM (doses to about 76.6 µM), for inactives: at the top dose growth rescue (activation), usual class: activators; S. cerevisiae FUS-expressing, growth rescue, OD600, 24 h; 390,000 compounds, 0.24% hits;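 also: potency is read from the fitted curve at half-maximal effect; plate controls were DMSO vehicle for no effect and reference control for full effect; nearly all actives have a fitted effect of over 55% in size; some results filed as inactive show a strong effect at the top dose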
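Cultures pregrown in 2.5% raffinose medium are shifted to minimal medium containing 2% galactose to express toxic FUS. Compounds are tested at several concentrations. After 24hr at 30C, growth is quantified at 600 nm absorbance.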
HEK293 tox: cytotoxicity in counter-screen for GLP-1R inverse agonists | HEK293 cAMP-luciferase reporter cells, luminescence, 24 h | Potency, µM (series often up to 38.3 µM), without a hit: top-dose activity change, negative = inhibition, hits mostly inhibitors | 410,000 compounds, 0.13% hits | AID 624418;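 also: loss of luciferase light is scored as toxicity; potency is read from the fitted curve at half-maximal effect; % is scaled to controls: 0 for no effect and ±100 for the full control effect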
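Cells in DMEM/10% Nu serum/1% pen-strep, 1536-well format. Pre-incubated 12 h, dosed with 23 nL compound, incubated a further 24 h. Luciferase detection, 12 min at room temp, luminescence.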
Abeta yeast res: A-beta toxicity reversal in yeast | yeast expressing A-beta42, growth rescue, OD600, 48 h; response scale: 0% DMSO, 100% iron-clioquinol control | Potency, µM (highest dose often 46.1 µM), for inactives: top-dose growth rescue, hits mostly activators | 410,000 compounds, 0.063% hits | AID 1347071; also: potency is read from the fitted curve at half-maximal effect; nearly all actives have a fitted effect of over 55% in size
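Yeast growth medium received pinned compounds, then yeast cells expressing toxic A-beta were added; plates incubated at 30 C for 48 hr. Growth read as absorbance at 600 nm, normalized to DMSO and equimolar FeCl3 plus clioquinol controls.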
GLP-1R inv ag: inverse agonists of human GLP-1 receptor | P43220 | HEK293 GLP-1R CRE-luciferase, luminescence, 24 h; GLP-1R form is constitutively active | Potency, µM (series often up to 38.3 µM), inactives show at the top dose activity change, negative = inhibition, hits mostly inhibitors | 410,000 compounds, 1.6% hits | AID 624417; also: potency is read from the fitted curve at half-maximal effect; % is scaled to controls: 0 for no effect and ±100 for the full control effect; nearly all actives have a fitted effect of over 55% in size
Target sequence (P43220 whole entry, looked up): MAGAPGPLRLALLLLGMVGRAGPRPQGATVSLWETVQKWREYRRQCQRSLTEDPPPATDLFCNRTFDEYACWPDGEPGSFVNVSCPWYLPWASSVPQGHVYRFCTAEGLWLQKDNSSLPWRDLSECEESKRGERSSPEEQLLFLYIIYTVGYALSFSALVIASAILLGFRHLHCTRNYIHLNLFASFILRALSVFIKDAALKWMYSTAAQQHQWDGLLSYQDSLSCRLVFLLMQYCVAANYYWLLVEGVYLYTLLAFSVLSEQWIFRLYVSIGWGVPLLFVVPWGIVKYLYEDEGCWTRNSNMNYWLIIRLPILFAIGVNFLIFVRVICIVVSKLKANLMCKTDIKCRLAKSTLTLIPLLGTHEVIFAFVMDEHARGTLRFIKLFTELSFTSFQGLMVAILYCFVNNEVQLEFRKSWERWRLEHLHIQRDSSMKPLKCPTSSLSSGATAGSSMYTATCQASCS
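Constitutively active GLP-1R drives a cAMP-responsive luciferase in stably transfected HEK293 cells; test compounds are added after overnight (12 h) attachment and left 24 hr, and signal loss in luminescence marks inhibition.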
Akt phos inh: Akt phosphorylation inhibition; Neuro2A IGF-stimulated pAkt S473 HTRF, 20 min; hits give low values; activity change, % for hits at 50 µM; 360,000 compounds, 0.32% hits; in the data active = activity change below about -80%; inconclusive = mostly about -51% to -80%; also: % is scaled to controls: 0 for no effect and ±100 for the full control effect
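Neuro2A cells (4,500/well, DMEM with 0.5% FBS) were treated with compound at a single 50 µM final concentration, stimulated with 6 nM IGF for 20 min at 37 °C, and lysed. Phospho-Akt Ser473 was read by HTRF as 665/615 ratio ×10^4.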
TDP-43 yeast inh: TDP-43 toxicity inhibition in yeast. Potency, µM (series often up to 46.1 µM), for the others: at the highest dose growth rescue (activation), usual class: activators. 410,000 compounds, 1.8% hits. TDP-43 expressing yeast growth rescue, BacTiter-Glo, 24 h; also: potency is read from the fitted curve at half-maximal effect; % of control where 0% means no effect; nearly all actives have a fitted effect of over 50% in size
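Luminescence from BacTiter-Glo reports growth of TDP-43-expressing yeast after 24 hr at 30 deg C with compound. Cells were raffinose-pregrown to mid-log, then seeded in galactose medium at OD600=0.02.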
aSyn yeast inh: alpha-synuclein toxicity inhibition in yeast. Yeast expressing alpha-synuclein, growth rescue, BacTiter-Glo, 24 h. Potency, µM (top dose mostly 46.1 µM), for inactives: top-dose growth rescue (activation), usual class: activators. 370,000 compounds, 0.14% hits. AID 652106; also: potency is read from the fitted curve at half-maximal effect; % of control where 0% means no effect; nearly all actives have a fitted effect of over 65% in size
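Galactose-induced alpha-syn yeast (OD600=0.02, raffinose-pregrown) + pinned cpd, 24 hr, 30 deg C; growth by BacTiter-Glo luminescence. Growth restoration scores as activation.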
PTHR1 ag: PTHR1 (human) receptor agonism. HEK293 GP2 PTHR1 cells, GloSensor cAMP luminescence, 1 h. Potency, µM (titrated, usually from 115 µM), without a hit: at the top dose activation, actives largely listed as activators. 410,000 compounds, 0.075% hits. AID 743266; also: potency is read from the fitted curve at half-maximal effect; nearly all actives have a fitted effect of over 55% in size; some results filed as inactive show a strong effect at the top dose; inactives centre near -15; many of its hits are not listed in these tables
Target sequence (Q03431 whole entry, looked up): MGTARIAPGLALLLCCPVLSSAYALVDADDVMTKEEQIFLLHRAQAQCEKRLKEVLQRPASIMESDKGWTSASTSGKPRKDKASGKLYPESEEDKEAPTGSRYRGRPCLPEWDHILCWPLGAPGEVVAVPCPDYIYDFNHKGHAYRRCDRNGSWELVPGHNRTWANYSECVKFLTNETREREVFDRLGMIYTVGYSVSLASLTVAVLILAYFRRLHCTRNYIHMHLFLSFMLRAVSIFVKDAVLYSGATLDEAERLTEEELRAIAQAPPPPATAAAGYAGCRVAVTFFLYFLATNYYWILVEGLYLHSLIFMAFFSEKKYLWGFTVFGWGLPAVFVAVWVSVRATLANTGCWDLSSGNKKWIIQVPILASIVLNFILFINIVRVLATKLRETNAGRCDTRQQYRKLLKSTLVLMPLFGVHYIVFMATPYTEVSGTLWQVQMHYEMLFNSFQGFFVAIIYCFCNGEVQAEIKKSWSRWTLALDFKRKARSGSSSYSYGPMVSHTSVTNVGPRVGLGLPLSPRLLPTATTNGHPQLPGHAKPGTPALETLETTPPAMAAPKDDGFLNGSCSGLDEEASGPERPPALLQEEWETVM
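HEK-293-derived GP2 cells expressing PTHR1 and a GloSensor cAMP reporter, 3,000/well, plated overnight, given luciferin plus IBMX (each 0.5 mM as added) for 1 h at 37 °C, then compound for 1 h at 37 °C. Luminescence was read after 15 min at room temperature.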
Mm-Cpn inhibitor: blocks the Methanococcus maripaludis chaperonin Mm-Cpn. purified Mm-Cpn ATPase, ADP Transcreener TR-FRET. 330,000 compounds, 0.031% hits. AID 504842. Potency, µM (titrated, usually from 76.9 µM), for the others: at the top dose activity, negative = inhibition, most hits filed as inhibitors; also: potency is read from the fitted curve at half-maximal effect; % is scaled to controls: 0 for no effect and ±100 for the full control effect; nearly all actives have a fitted effect of over 80% in size
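Purified archaeal chaperonin (25 nM final) was preincubated with compound for 10 min at 37°C, then ATP (10 uM final) was added for 30 min at 37°C in Tris pH 7.4/KCl/MgCl2/DTT buffer. ADP was quantified by HTRF Transcreener TR-FRET.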
An asterisk follows results filed as active; i = inactive; ? = inconclusive; / = not tested or not shown; [ ] = remark or other dose. Unless noted, calls follow the shape of the dose curve; as a rule, active = well fitted curve in the direction sought with a large enough effect; inconclusive = small, poorly fitted or top-dose-only effect, or another doubt; inactive = no such curve, though single readings can be large; an effect the other way counts as inactive or inconclusive. Only part of the results is shown; count on the stated rates, not on these rows.

SMILES	FUS yeast rescue	HEK293 tox	Abeta yeast res	GLP-1R inv ag	Akt phos inh	TDP-43 yeast inh	aSyn yeast inh	PTHR1 ag	Mm-Cpn inhibitor
O=C(CCn1cccc1)Nc1cccc(F)c1	-7%	-5%	16%	-15%	i	20%	12%	i	-1%
CCN(CC)S(=O)(=O)c1cc(NC(=O)COC(=O)c2ccc(NC(=O)CC#N)cc2)ccc1C	?	0%	12%	-2%	i	0%	0%	-32%[inhibitor]	-4%
Cc1cc(C)cc(OCCNC(=O)CCc2ccccc2)c1	25%	4%	?	?	i	6%	7%	-3%	1%
Cc1ccc(C(=O)N/C(=C\c2cn(-c3ccccc3)nc2-c2ccccc2)C(=O)N2CCOCC2)cc1	-8%	2%	3%	-1%	i	-26%	4%	16%	-5%
CC(C)C(NC(=O)c1ccccc1F)C(=O)NCC(c1ccco1)N1CCCCC1 (stereo unspecified)	9%	0%	-2%	-25%	i	-9%	-6%	i	-20%
CN1/C(=C\C=C2/SC(=S)NC2=O)C(C)(C)c2ccccc21	-1%	?	-8%	?	i	-4%	-6%	-94%[inhibitor]	?
C/C(=N\Nc1ccc(S(N)(=O)=O)cc1[N+](=O)[O-])c1cccnc1	10%	-3%	-6%	19%	i	25%	5%	i	-1%
COc1ccc(C=NNC(=O)c2ccccc2OCc2ccc(F)cc2)c(OC)c1	-1%	-3%	9%	2%	i	-12%	-4%	-14%	-1%
Cc1nc2scc(C)n2c(=O)c1S(=O)(=O)Nc1cccc(O)c1	-8%	16%	1%	5%	/	?	/	-24%	/
COc1ccc(NC(=S)N(CCCN2CCCC2)Cc2cccn2Cc2ccc(Cl)cc2)cc1Cl	21%	?	4%	?	i	20%	?	i	0%
Cc1ccc(S(=O)(=O)CC(O)COc2ccc(C#N)cc2)cc1 (stereo unspecified)	-12%	5%	-5%	1%	i	13%	1%	-23%	1%
N#Cc1nc(-c2ccc(Cl)cc2)oc1NCc1cccc2c1OCO2	43%	-1%	12%	6%	/	-8%	0%	0%[57.5 µM]	/
O=C(Nc1ncccc1O)c1cccc(S(=O)(=O)N2CCN(c3ccc(F)cc3)CC2)c1	-4%	1%	-14%	-5%	i	-9%	-11%	-33%[inhibitor]	1%
CC(C)(C)c1cnnn1-c1cccc([N+](=O)[O-])c1	-2%	-5%	-13%	-6%	i	-7%	3%	-2%	-5%
Nc1ccccc1C(=O)NCc1ccc(Cl)cc1	21%	-3%[1.53 µM]	21%	7%	i	?	3%	-19%	1%
Cc1ccccc1CSc1cn(CC(=O)N2CCCC2)c2ccccc12	32%	-13%	4%	?	/	12%	/	-7%	/
CCn1cc2nc(SCc3cccc(C(F)(F)F)c3)n(Cc3ccc(Cl)cc3)c(=O)c2n1	17%	2%	1%	6%	/	-7%	/	i	/
CCCCSCCCNC(=O)c1ccc(CS(=O)(=O)c2ccccc2OC)o1	15%	-2%	3%	-24%	i	-8%	0%	i	-3%
CCn1c(CC(=O)Nc2ccccc2)nnc1SCC(=O)NC1=NCCS1	11%	7%	-16%	-2%	i	-4%	-21%	?	2%
COc1cccc(NC(=O)NC2(C(=O)N3CCN(C)CC3)CCCCC2)c1	18%	1%	9%	5%	i	-5%	1%	i	0%
O=C(COc1cccc(Br)c1)N/N=C1\CCSC1	9%	0%	-4%	-27%	i	5%[9.22 µM]	0%	i	-3%
COc1cc(NC(=O)COc2cccc(C)c2C)ccc1NC(=O)c1ccco1	10%	3%	3%	22%	i	18%	-3%	-24%	0%
CSc1cccc(NC(=O)CN(C)S(=O)(=O)c2ccc(F)cc2)c1	-1%	22%	17%	?	i	28%	12%	-10%	0%
Cc1nc(SCC(=O)NCC2CCCO2)c2c3c(sc2n1)CCC3 (stereo unspecified)	/	-20%	2%	-4%	i	13%	9%	i	-2%
CC(C)C(C(=O)NCC1CCCO1)N(Cc1ccco1)C(=O)CNS(=O)(=O)c1ccccc1 (stereo unspecified)	35%	4%	12%	4%	i	-5%	-3%	19%[57.5 µM]	-3%

7 compounds from above, sorted by number of heavy atoms, largest number first:
SMILES	FUS yeast rescue	HEK293 tox	Abeta yeast res	GLP-1R inv ag	Akt phos inh	TDP-43 yeast inh	aSyn yeast inh	PTHR1 ag	Mm-Cpn inhibitor
COc1ccc(NC(=S)N(CCCN2CCCC2)Cc2cccn2Cc2ccc(Cl)cc2)cc1Cl	21%	?	4%	?	i	20%	?	i	0%
CC(C)C(C(=O)NCC1CCCO1)N(Cc1ccco1)C(=O)CNS(=O)(=O)c1ccccc1 (stereo unspecified)	35%	4%	12%	4%	i	-5%	-3%	19%[57.5 µM]	-3%
O=C(Nc1ncccc1O)c1cccc(S(=O)(=O)N2CCN(c3ccc(F)cc3)CC2)c1	-4%	1%	-14%	-5%	i	-9%	-11%	-33%[inhibitor]	1%
CC(C)C(NC(=O)c1ccccc1F)C(=O)NCC(c1ccco1)N1CCCCC1 (stereo unspecified)	9%	0%	-2%	-25%	i	-9%	-6%	i	-20%
CCCCSCCCNC(=O)c1ccc(CS(=O)(=O)c2ccccc2OC)o1	15%	-2%	3%	-24%	i	-8%	0%	i	-3%
COc1cccc(NC(=O)NC2(C(=O)N3CCN(C)CC3)CCCCC2)c1	18%	1%	9%	5%	i	-5%	1%	i	0%
Nc1ccccc1C(=O)NCc1ccc(Cl)cc1	21%	-3%[1.53 µM]	21%	7%	i	?	3%	-19%	1%

New compounds follow
SMILES	FUS yeast rescue	HEK293 tox	Abeta yeast res	GLP-1R inv ag	Akt phos inh	TDP-43 yeast inh	aSyn yeast inh	PTHR1 ag	Mm-Cpn inhibitor
COc1ccc(/C=N/N2C(=N)SCC2=O)cc1	21%	2%	-25%	12%	i	-15%	-3%	-16%	-3%
O=C(O/N=C/c1ccc2c(c1)OCO2)c1ccc([N+](=O)[O-])cc1	-3%	7%	-15%	3%	i	-5%	0%	i	-15%
Cc1ccc(S(=O)(=O)NCc2ccc(C(=O)NC3CCC(C)CC3)cc2)cc1 (stereo unspecified)	?	-7%	-1%	-3%	i	-16%	2%	i	-1%
Cc1ccc(-c2csc(NC(=O)CN3C(=O)CCC3=O)n2)cc1	-7%	-7%	-3%	13%	i	0%	0%	-15%	-3%
Cc1ccc2cc(CCNS(=O)(=O)c3ccc(Cl)cc3)c(=O)[nH]c2c1C	-26%	-4%	-11%	14%	i	-6%	2%	-27%	-4%
O=C(Nc1ccccc1N1CCCC1)C1CCCO1 (stereo unspecified)	-4%	1%	12%	15%	i	15%	-7%	-1%	0%
COC(=O)c1cc(S(=O)(=O)N2CCN(C(=O)c3ccco3)CC2)cn1C	1%	7%	/	9%	i	4%	-2%	i	3%
Cc1ccccc1C(C)(O)c1cnc(C)n1Cc1ccccc1 (stereo unspecified)	-7%	2%	2%	?	i	24%	0%	-9%	/
O=Cc1c[nH]c2ccc(S(=O)(=O)N3CCOCC3)cc12	/	-4%	6%	8%	i	21%	-2%	i	1%
COC(=O)C1C2C=CC(C3CC23)C1C(=O)OCC(=O)c1ccc(OC)cc1 (stereo unspecified)	19%	4%	-5%	0%	i	?	-5%	-10%	3%
COc1cc(C(=O)Nc2ccc3c(c2)nc(C)n3C)cc(OC)c1OC	-20%	?	-4%	4%	i	16%	5%	-19%	-1%
CCOC(=O)C1(C)NC(c2ccc(OC)cc2OC)C2C(=O)N(c3cccc(OC)c3)C(=O)C21 (stereo unspecified)	6%	6%	12%	3%	i	-3%	9%	-6%[57.5 µM]	0%
COc1cc(OC)cc(-c2c(-c3cccs3)c3cc(-c4ccc(SC)cc4)ccc3n2C)c1	10%	7%	-21%	12%	i	-18%	2%	-3%	-1%
CCOC(=O)N1CCC(NC(=O)c2cc(C(=O)NC3CCCC3)ccc2CO)CC1	-17%	15%	-6%	12%	i	-5%	13%	i	-1%
O=C(Cn1ncc(N2CCCC2)c(Cl)c1=O)c1ccc(Cl)cc1	-6%	-24%	-1%	-6%	i	23%	2%	-7%	0%
O=C(O)CSCC(=O)Nc1ccc(C(F)(F)F)cc1	-11%	4%	-9%	0%	i	-17%	1%	i	-5%
COc1cc([N+](=O)[O-])cc(/C=N/NC(=O)CSc2nnc(-c3ccccc3)n2C)c1O	8%	1%	-14%	25%	i	6%	3%	0%	-1%
CCc1ccc(OC(=O)c2cncc(Br)c2)cc1	15%	-9%	-21%	25%	i	2%	-10%	-28%	1%

As entered above:
O=C(Cn1ncc(N2CCCC2)c(Cl)c1=O)c1ccc(Cl)cc1 @ FUS yeast rescue: -6%
Cc1ccc(S(=O)(=O)NCc2ccc(C(=O)NC3CCC(C)CC3)cc2)cc1 (stereo unspecified) @ TDP-43 yeast inh: -16%
